LmPK inh = blocks Leishmania mexicana pyruvate kinase activity | Q27686 | purified LmPK, Kinase-Glo ATP luminescence, 1 h | Potency, µM (top dose mostly 57.5 µM), for inactives: at the highest dose activity change, negative = inhibition, most hits filed as inhibitors | hit rate 0.37% among 290,000 | AID 1721; also: potency is read from the fitted curve at half-maximal effect; % is scaled to controls: 0 for no effect and ±100 for the full control effect
Target sequence (Q27686 whole entry, looked up): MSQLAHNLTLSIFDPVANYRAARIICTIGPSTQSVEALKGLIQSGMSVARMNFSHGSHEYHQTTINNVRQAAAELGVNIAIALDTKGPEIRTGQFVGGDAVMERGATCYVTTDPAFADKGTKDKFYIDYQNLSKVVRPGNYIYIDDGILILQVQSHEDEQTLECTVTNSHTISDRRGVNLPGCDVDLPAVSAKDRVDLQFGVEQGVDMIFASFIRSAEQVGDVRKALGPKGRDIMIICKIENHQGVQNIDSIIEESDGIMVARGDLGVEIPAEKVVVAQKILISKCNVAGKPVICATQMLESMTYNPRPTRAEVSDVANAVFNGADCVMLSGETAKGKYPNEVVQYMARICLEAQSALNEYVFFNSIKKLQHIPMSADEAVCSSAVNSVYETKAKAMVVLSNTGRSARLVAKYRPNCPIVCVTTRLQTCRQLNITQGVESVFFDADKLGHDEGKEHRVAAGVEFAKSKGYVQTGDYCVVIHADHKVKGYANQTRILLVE
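In 50 mM imidazole pH 7.2 with 7 mM MgCl2, LmPK (0.1 nM) turned over PEP (0.5 mM) and ADP (0.1 mM) for 1 h at room temperature. Luciferase read-out of ATP.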
Pf growth 96h = P. falciparum growth inhibition at 96 hours; hit rate 6.9% among 320,000; P. falciparum luciferase reporter growth, 96 h; Potency, µM (top dose mostly 28.7 µM), for the others: top-dose activity change, negative = inhibition, hits mostly inhibitors; also: potency is read from the fitted curve at half-maximal effect; % is scaled to controls: 0 for no effect and ±100 for the full control effect
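96 h incubation, 37 C, 5% CO2, of luciferase-reporter P. falciparum-infected RBCs (2% hematocrit, 0.05% parasitemia final) with test compounds; endpoint luminescence.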
HCV inh = HCV inhibition; hit rate 3.4% among 340,000; Huh7.5.1 HCVcc-Cre infection, luciferase reporter, 44 h; Potency, µM (highest dose often 41.8 µM), for the others: at the top dose activity change, negative = inhibition, hits mostly inhibitors; also: potency is read from the fitted curve at half-maximal effect; % is scaled to controls: 0 for no effect and ±100 for the full control effect
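Cells (1,000/well) were plated 4 h before compound, then infected with HCVcc-Cre virus (~0.5 moi). After 44 h further culture, infection was read as luciferase luminescence following a 15 min substrate incubation at room temperature.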
Shiga inhibitor = Shiga toxin inhibition; Vero cells, Shiga toxin protein synthesis inhibition reporter; inhibition, % at 38.7 µM; hit rate 9.2% among 290,000; in the data active = inhibition mostly above about 28%, no sharp cut-off; inactive = mostly below about 43%; also: 0% is about no effect
Cycloheximide cs = affects cycloheximide protein synthesis inhibition readout, counter-screen. max response, %. hit rate 12% among 300,000. cell reporter, cycloheximide protein synthesis inhibition counterscreen; in the data active = max response mostly above about 13%, no sharp cut-off; inactive = mostly below about 14%; also: read at 38.3 µM for the half of the compounds with a filed dose; 0% is about no effect
Tb PYK inh = blocks Trypanosoma brucei pyruvate kinase. Q57TT1. TbPYK enzyme, Kinase-Glo Plus ATP luminescence, 45 min. Potency, µM (series often up to 76.8 µM), without a hit: at the highest dose activity, negative = inhibition, hits mostly inhibitors. hit rate 0.12% among 410,000. AID 624173; also: potency is read from the fitted curve at half-maximal effect; % is scaled to controls: 0 for no effect and ±100 for the full control effect; nearly all actives have a fitted effect of over 50% in size
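In this concentration-response screen, enzyme-free wells defined baseline while DMSO plates tracked drift. Each reaction combined TbPYK, substrate, compound and 130 uM ADP for 45 min at room temperature. Kinase-Glo Plus luminescence gave the signal.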
Pf growth 48h = inhibits P. falciparum growth in the first generation, 48 h; hit rate 5.9% among 310,000; Potency, µM (highest dose often 28.7 µM), for the others: at the highest dose activity change, negative = inhibition, hits mostly inhibitors; P. falciparum luciferase growth in erythrocytes, 48 h; AID 504832; also: potency is read from the fitted curve at half-maximal effect; % is scaled to controls: 0 for no effect and ±100 for the full control effect
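Luciferase-expressing parasites in RBCs, 2% Hct / 0.1% parasitemia final; RPMI 1640 + 0.5% Albumax; 37 C, 5% CO2, one generation; luminescence read-out, lower signal = inhibition.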
Active calls of the source: *; ? = inconclusive; nt = not tested or not shown; & = joins results of further samples; [ ] = remark or other dose. Unless noted, calls follow the shape of the dose curve; as a rule, active = well fitted curve in the direction sought with a large enough effect; inconclusive = small, poorly fitted or top-dose-only effect, or another doubt; inactive = no such curve, though single readings can be large; an effect the other way counts as inactive or inconclusive. An unsorted share of the library, and some 24% of all compounds hit somewhere here.

Each structure is followed by: LmPK inh | Pf growth 96h | HCV inh | Shiga inhibitor | Cycloheximide cs | Tb PYK inh | Pf growth 48h
- COc1cc2c(cc1OC)C(C(=O)N(C)Cc1ccccc1)C(c1cccnc1)N(C)C2=O (configuration not stated)
→ 0% | 3.7µM* | 4% | 17 | -3 | 0% | 8%
- O=C(NCCc1ccccc1)c1ccc(-n2cnnn2)cc1
→ -7% | 7% | 4% | 61* | 47* | 3% | 105%[activator]
- CCOC(=O)N1CCC(NC(=O)C2=CCN(S(=O)(=O)c3ccc(OC)cc3)CC2)CC1
→ 6% | ? | -22% | -4 | 2 | 4% | ?
- O=C(CN1CC(=O)Oc2ccccc21)OCC(=O)c1ccccc1
→ 8% | nt | 1% | -5 | 11 | 3% | nt
- COc1ccc(CC(=O)Nc2cccc(C(=O)Nc3cccc(C)c3)c2)cc1
→ 0% | ? | nt | -4 | 11 | nt | ?
- Nc1nnnn1CC(=O)N/N=C/c1ccccn1
→ -5% | -1% | 17% | -8 | 1 | 3% | 13%
- CNC(=S)N1N=C(c2ccc(C)cc2)CC1c1ccc(N(C)C)cc1 (configuration not stated)
→ 4% | ? | -24% | 86 | 43* | -6% | ?
- CCC(=O)Nc1cccc(C(=O)OCC(=O)c2ccccc2Cl)c1
→ 1% | 37%[activator] | 2% | 74* | 31* | -2% | 36%[activator]
- CS(=O)(=O)c1cccc(-c2nnc(NC(=O)C3=COCCO3)o2)c1
→ nt | 0% | 10% | nt | nt | -6% | ?
- O=C1CSCN1c1cc(Cl)ccc1Cl
→ 4% | -3% | 15% | -3 | 2 | 0% | 22%
- O=C(CSCc1cccc(Cl)c1)OCc1nc2ccsc2c(=O)[nH]1
→ nt | 6% | -3% | nt | nt | 1% | 26%
- Cn1c(N2CCOCC2)c(C#N)c2ccccc21
→ 0% | 24% | -4% | 2 | -2 | -3% | nt
- Cc1ccccc1NC(=O)CCN1CCN(CCO)CC1
→ -2% | 0% | 18% | -2 | -2 | -10% | -18%
- COc1ccc(-c2c(-c3ccc(OCC(=O)NN)cc3O)n[nH]c2C)cc1
→ 3% | 9.3µM* | -16% | -11 | -2 | 4% | ?
- CC(C)n1c(SCC(=O)Nc2ccccc2)nc2c1c(=O)n(C)c(=O)n2C
→ -3% | ? | ? | -3 | -1 | 2% | 12µM*
- Cc1cccc(NC(=O)c2ccc(COc3ccccc3)o2)n1
→ -8% | 31%[activator] | -7% | 40* | 16* | 8% | 27%
- O=C(Nc1cccc([N+](=O)[O-])c1)c1cnccn1
→ -4% | ? | 4% | -38 | 2 | -15% | 41%[activator]
- CCOc1ccc(NC(=O)CCCN2C(=O)C(c3ccccc3)Oc3cccnc32)cc1 (configuration not stated)
→ 6% | ? | 0% | -1 | 12 | -1%&0% | ?
- COc1ccc(C2=NN(S(C)(=O)=O)C(c3ccc4nccnc4c3)C2)cc1 (configuration not stated)
→ -6% | -10% | 7% | 60* | 79* | -1% | 82%[activator]
- CCc1ccccc1NC(=O)CSc1nc2ccccc2n1CC(=O)N1CCCC1
→ 1% | 33%[activator] | 2% | -6 | 5 | 5% | -21%
- CC(=O)N/C(=C/c1ccccc1)C(=O)NC(Cc1ccccc1)C(=O)O (configuration not stated)
→ -2% | -7% | 29% | -2 | -2 | -5% | 8%
- Cc1ccc(F)cc1NC(=O)COC(=O)C1CCN(c2ccc(C(F)(F)F)cn2)CC1
→ nt | 50%[activator] | 9%[8.37 µM] | nt | nt | 1% | 38%[activator]
- COc1ccc(NC(=O)C2Cc3ccccc3CN2C(=O)c2ccco2)cc1 (configuration not stated)
→ -7% | 5% | -2% | 43 | 21* | -2% | -1%
- Nc1nc(CSC(=S)N2CCOCC2)nc(Nc2ccccc2)n1
→ -8% | 13% | -4% | 94* | 54* | 2% | 196%[activator]
- COc1ccc(S(=O)(=O)NCCC(=O)NCc2ccc(F)cc2)cc1
→ -5% | 94%[activator] | 8% | -15 | 2 | 1% | -3%
- CC(=O)Nc1ccc(NC(=O)C/C(C)=N/NC(=O)c2cccc3ccccc23)cc1
→ -3% | -23% | 2% | -2 | -3 | 2% | 8%
- Cc1ccn(CC(=O)N2CCCC(N3CCN(c4cccc(Cl)c4)CC3)C2)n1 (configuration not stated)
→ 0% | ? | 4% | 20 | 9 | 1% | ?
- Cc1ccc2cc(CCNC(=O)Cc3cccs3)c(=O)[nH]c2c1
→ 0% | ? | -5% | -15 | -3 | 0% | 15%
- CC(=O)c1c(C)n(-c2ccc(C)cc2C)c2ccc(O)cc12
→ 0% | -6% | -2% | -12 | -5 | 5% | ?
- Cc1cccn2cc(-c3ccc(Cl)cc3)nc12
→ ? | 388%[activator] | -10% | 62* | 45* | -9% | 16%

Compound profiles, from the list above:
Profile of Nc1nnnn1CC(=O)N/N=C/c1ccccn1 → LmPK inh = -5%; Pf growth 96h = -1%; HCV inh = 17%; Shiga inhibitor = -8; Cycloheximide cs = 1; Tb PYK inh = 3%; Pf growth 48h = 13%
Profile of CNC(=S)N1N=C(c2ccc(C)cc2)CC1c1ccc(N(C)C)cc1 (configuration not stated) → LmPK inh = 4%; Pf growth 96h = ?; HCV inh = -24%; Shiga inhibitor = 86; Cycloheximide cs = 43*; Tb PYK inh = -6%; Pf growth 48h = ?

Further results follow.
Each structure is followed by: LmPK inh | Pf growth 96h | HCV inh | Shiga inhibitor | Cycloheximide cs | Tb PYK inh | Pf growth 48h
- Cc1ccc(CSCCC(=O)NCCC2=CCCCC2)cc1
→ 3% | 14% | 1% | 21 | 23* | -17% | 39%[activator]
- CC(C)CC(NC=C1C(=O)OC(C)(C)OC1=O)C(=O)O (configuration not stated)
→ 0% | 23% | 17% | 18 | 1 | 2% | 2%
- O=C(Nc1cccc(C(F)(F)F)c1)Nc1ccc(N2CCCC2)c(S(=O)(=O)Nc2ccccc2Cl)c1
→ 3% | ? | 2.2µM* | 9 | 1 | -4% | ?
- CC1CCC2(CC1)NC(=S)N(C(C)(C)C)N2 (configuration not stated)
→ -2% | ? | 3% | 16 | -1 | ? | -15%
- CC1Cc2ccccc2N1C(=O)C1CCCN(S(=O)(=O)c2cccc3nsnc23)C1 (configuration not stated)
→ 3% | ? | ? | -11 | -1 | 2% | ?
- COc1ccc(CNC(=O)N2CCN(S(=O)(=O)c3ccc(C)cc3C)CC2)cc1
→ 0% | -10% | ? | -11 | 7 | -1% | -40%
- CC(C)CNC(=S)N(CCCN(C)C)Cc1cc2cc3c(cc2[nH]c1=O)OCCO3
→ 8% | 18% | -8% | nt | 0 | 3% | ?
- O=C(c1cccc([N+](=O)[O-])c1)N1CCN(c2ccc(Cl)cc2)CC1
→ 3% | 81%[activator] | 5% | 1 | 5 | 0% | 17%
- CN(C)/C=N/C(=S)Nc1ccc(Cl)cc1Cl
→ -4% | 9% | 14µM* | 74* | 57* | 1% | 37%[activator]
- CCOC(=O)c1c(N2C(=O)C3C4C=CC(C4)C3C2=O)sc2c1CCC(C)C2 (configuration not stated)
→ -4% | 13µM* | -1% | -8 | -3 | -1% | 1%
- O=C(c1ccc(-c2cccc(C(F)(F)F)c2)o1)N1CCOCC1
→ 0% | 6% | ? | 74* | 37* | -3% | 31%[activator]
- COc1ccc(C)cc1NC(=O)C(OC(=O)c1ccc(Cl)c(S(=O)(=O)N(C)c2ccccc2)c1)c1ccccc1 (configuration not stated)
→ 9% | ? | ? | -2 | -2 | 4% | ?
- Cc1cc(N=Nc2ccc(C)c(N=Nc3cc(C)c(N)cc3N)c2)c(N)cc1N
→ 20µM* | 134%[activator] | -22% | 76* | 62* | -4% | 84%[activator]
- CC(C)NC(=O)c1ccccc1NC(=O)C(C)Oc1ccccc1 (configuration not stated)
→ 1% | 32%[activator] | -1% | 33 | 10 | 2% | 0%
- Cn1nnnc1SCC(=O)Nc1nc2c(s1)CCCC2
→ -2% | 351%[activator] | -3% | 70* | 42* | -9% | nt
- COC(=O)c1ccccc1NC(=O)/C=C/c1cc(OC)c(OC)c(OC)c1
→ 1% | ? | 5µM* | -10 | -2 | -4% | nt
- O=C(Oc1c(CN2CCOCC2)cc(Cl)c2cccnc12)c1ccccc1Cl
→ 9% | 1.3µM* | ? | -3 | 8 | 1% | ?
- O=C(Nc1nc2c(Br)cccc2s1)C1CC1
→ 1% | 53%[activator] | ? | 11 | 18* | -6% | 34%[activator]
- COc1ccc(/C=C/C(=O)OCCC(C)C)cc1
→ nt | 13µM* | nt | 105* | 34* | 2% | 24%
- COc1cc(C(=O)NNC(=O)c2ccco2)cc(OC)c1OC
→ 3% | 11% | 0% | -6 | -4 | -7% | 10%
- COc1cc(NC(=S)NC(=O)c2ccccc2F)ccc1NC(=O)c1cccs1
→ 0% | 0% | ? | 17 | 11 | 0% | 29%[5.75 µM]
- CCNc1sc(C(=O)c2cccs2)c(N)c1C#N
→ -6% | 2% | 13µM* | -10 | 0 | ? | 18%
- CCOC(=O)C1(Cc2ccccc2C(F)(F)F)CCN(C(C)CCn2cccn2)CC1 (configuration not stated)
→ 6% | -2% | ? | -2 | 5 | -8% | 1%
- CCOC(=O)Cn1c(=O)oc2cc(S(=O)(=O)N(C)Cc3ccco3)ccc21
→ 12% | ? | 7% | -5 | 0 | 9% | nt
- CCc1cccc(NC(=S)N(CCCOC(C)C)C2CCN(C(C)=O)CC2)c1
→ 0% | 40%[activator] | 8% | -1 | -7 | 8% | -17%[0.00184 µM]
- CCn1cc(CN2CCCC(C(=O)Nc3ccc(-c4cscn4)cc3)C2)c(C)n1 (configuration not stated)
→ -3% | ? | -2% | 6 | 7 | -1% | -29%
- CCOC(=O)Cc1csc(N/N=C\c2cccc(Br)c2)n1
→ 8% | 52%[activator] | -5% | 52* | 11* | -27% | 91%[activator]
- COc1cc(Cl)c(CN2CCC(CO)(CCOc3ccccc3)CC2)cc1OC
→ -4% | ? | ? | -12 | -3 | 1% | ?
- O=C(NCc1cccs1)c1cc(-c2cccs2)on1
→ 0% | 0% | nt | 87* | 41* | 4% | 146%[activator]
- CCOC(=O)N1CCC(N2Cc3cccc(C(=O)Nc4ccc(F)cc4)c3C2=O)CC1
→ 2% | -13% | ? | 13 | 7 | 1% | 3.3µM*
- CC1CC(C)CN(C(=O)CCc2nnc3ccc(N4CCCCC4)nn23)C1 (configuration not stated)
→ 1% | ? | 7% | -5 | -2 | ? | -18%
- CNc1nc(SC(C)C(=O)Nc2ccc(Cl)c(Cl)c2)nc(N2CCOCC2)n1 (configuration not stated)
→ 4% | 37%[activator] | ? | -17 | 2 | 2% | -5%
- CN1C(=O)N(C)C(=O)C2(Cc3cc(N)ccc3N3CCN(c4ccccc4F)CC32)C1=O (configuration not stated)
→ 3% | nt | nt | -6 | -1 | nt | nt
- CCCOC(=O)C(C)n1c(-c2ccccc2)nc2ccccc2c1=O (configuration not stated)
→ 2% | ? | 12% | -14 | -3 | -5% | 0%
- CC(C)n1cc(CN2CCC(Oc3ccc(C(=O)N4CCCC4)cc3)CC2)cn1
→ 2% | -28% | 6% | -6 | -1 | -1% | 13%

From PubChem BioAssay
